# Screens deposited in PubChem by several laboratories.
# Rin1-Abl PPI inh = inhibitors of human Rin1-Abl protein interaction. P00519+Q13671. TR-FRET Rin1/Abl binding, biochemical. inhibition, % at 7.35 µM. 360,000 tested, 0.4% active; in the data active = inhibition above about 5%, passing the limit was not always enough
# FAS TE block = inhibitors of human fatty acid synthase thioesterase domain; 360,000 tested, 0.67% active; recombinant FAS-TE, OMFH fluorogenic substrate, fluorescence endpoint; AID 602261; inhibition, % at 15 µM;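 active = compounds whose normalised, plate-corrected inhibition of enzyme fluorescence in the single-dose primary screen is 50% or more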;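 also: 0% = DMSO with enzyme and 100% = substrate without enzyme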
# Rpn11 inh = inhibitors of human proteasome Rpn11 | O00487 | human 26S proteasome, Ub4-pepOG fluorescence polarization; 20S core pre-blocked with epoxomicin | calls only at 20 µM | 360,000 tested, 0.59% active | AID 588493;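 active = inhibition at 20 µM, scaled to each plate's controls, above about 33%, limit read from the data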
# Target sequence (O00487 whole entry, looked up): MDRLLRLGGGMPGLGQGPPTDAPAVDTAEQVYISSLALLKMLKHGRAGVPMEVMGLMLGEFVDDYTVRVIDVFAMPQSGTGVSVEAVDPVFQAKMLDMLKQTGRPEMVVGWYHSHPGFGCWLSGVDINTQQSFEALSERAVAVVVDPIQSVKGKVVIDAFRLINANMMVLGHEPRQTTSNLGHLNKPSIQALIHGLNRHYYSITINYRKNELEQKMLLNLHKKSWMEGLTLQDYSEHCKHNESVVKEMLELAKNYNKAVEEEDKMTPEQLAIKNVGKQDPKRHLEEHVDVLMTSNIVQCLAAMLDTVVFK
# CSN inh = inhibitors of human CSN-mediated cullin deneddylation; 360,000 tested, 0.38% active; inhibition, % at 12.5 µM; Purified CSN, SCF-Nedd8-OG deneddylation, fluorescence polarization; AID 651999; Q92905;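 active = pattern-corrected inhibition above about 35%, with an unprinted fluorescence ratio check between 0.5 and 1.5, limit read from the data, passing the limit was not always enough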;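 also: 0% = enzyme with substrate and 100% = substrate without enzyme; some results filed as inactive read as strong as hits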
#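 Material: human Csn5 produced in HEK293T cells; Input: enzyme 0.24 nM; Reagent: SCFSkp2-Nedd8OG substrate at 10 nM final; Dosing: 12.5 µM compound; Incubation: 90 min reaction at room temperature; Detection: fluorescence polarization of the substrate; Evaluation: % inhibition of substrate cleavage by Csn5; Control set: substrate-only high control, full reaction low control.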
# MsrA inh = inhibits bovine methionine sulfoxide reductase A | inhibition, % at 15.5 µM | AID 651718 | 360,000 tested, 0.75% active | purified bovine MsrA, absorbance read-out; in the data active = inhibition above about 4.5%;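 also: 0% = vehicle wells with enzyme and 100% = reference inhibitor wells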
# E coli Lon inh = inhibits E. coli Lon protease. P0A9M0. purified E. coli Lon protease, fluorescence polarization. inhibition, % at 7.94 µM. 360,000 tested, 0.42% active. AID 602123; in the data active = inhibition above about 13%, passing the limit was not always enough;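 also: 0% = enzyme with probe and DMSO and 100% = no enzyme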
# Target sequence (P0A9M0 whole entry, looked up): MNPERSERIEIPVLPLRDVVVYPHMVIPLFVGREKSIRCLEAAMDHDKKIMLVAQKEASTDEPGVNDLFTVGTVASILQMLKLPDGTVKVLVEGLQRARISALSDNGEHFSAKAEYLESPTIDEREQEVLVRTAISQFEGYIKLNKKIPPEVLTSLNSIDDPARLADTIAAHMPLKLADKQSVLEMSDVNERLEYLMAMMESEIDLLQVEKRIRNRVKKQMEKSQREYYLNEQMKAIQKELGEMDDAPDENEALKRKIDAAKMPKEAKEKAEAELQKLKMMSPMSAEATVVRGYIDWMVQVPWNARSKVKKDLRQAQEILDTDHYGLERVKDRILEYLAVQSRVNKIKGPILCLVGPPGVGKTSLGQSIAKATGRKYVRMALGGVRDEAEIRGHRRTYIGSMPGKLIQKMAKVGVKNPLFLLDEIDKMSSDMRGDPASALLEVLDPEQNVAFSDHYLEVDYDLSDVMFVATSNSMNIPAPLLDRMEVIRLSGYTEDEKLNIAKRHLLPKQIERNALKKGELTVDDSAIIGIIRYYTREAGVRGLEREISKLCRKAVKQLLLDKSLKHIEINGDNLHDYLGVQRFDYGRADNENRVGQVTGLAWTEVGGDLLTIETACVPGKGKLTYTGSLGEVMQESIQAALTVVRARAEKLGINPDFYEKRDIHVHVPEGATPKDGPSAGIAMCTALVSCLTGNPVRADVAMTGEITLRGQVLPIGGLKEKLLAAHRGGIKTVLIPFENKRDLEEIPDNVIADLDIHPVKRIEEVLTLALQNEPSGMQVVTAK
# PABP1 MLLE inh = inhibitors of microRNA-mediated deadenylation, human PABP1 MLLE binding | P11940 | GST-MLLE / FITC-PAM2 fluorescence polarization | inhibition, % at 20 µM | 360,000 tested, 0.36% active | AID 588489; in the data active = inhibition above about 35%, passing the limit was not always enough;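 also: plate controls were DMSO wells with GST-MLLE for no effect and wells lacking GST-MLLE protein for full effect; some results filed as inactive read as strong as hits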
# MsrA act = activators of bovine methionine sulfoxide reductase A | 360,000 tested, 0.3% active | activation, % at 10.6 µM | purified bovine MsrA, absorbance read-out; in the data active = activation above about 7.5%;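 also: 0% = vehicle and 100% = reference activator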
# MT1-MMP act inh = blocks activation of human MT1-MMP; P50281; HT1080 RFP-PRO-GFP cells, GFP/RFP ratio fluorescence, overnight; percent of plate control window, DMSO zero; GFP/RFP ratio change, % at 20 µM; 360,000 tested, 0.061% active; AID 651647;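 active = GFP/RFP ratio change of at least 30% with cell ATP level not reduced by more than half and red fluorescence within 50% of control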; also: strong numbers were not always called active
#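 Assay system: RFP-PRO-GFP reporter HT1080 cells; read-out basis: GFP/RFP fluorescence ratio; benchmarks: DMSO wells and RFP-L50D-GFP cells; doses: 20 µM single dose, 1% DMSO; schedule: overnight cell settling, then overnight compound exposure, 37 °C, 5% CO2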
# The depositor's hits bear a star; i = inactive; / = not tested or not shown.
[1] C[C@H]1CN([C@@H](C)CO)C(=O)CCCn2cc(nn2)CO[C@@H]1CN(C)S(=O)(=O)c1ccc(C#N)cc1
[2] Cc1nnc(SCC(=O)c2c(N)n(C)c(=O)n(C)c2=O)n1Cc1ccccc1
[3] O=C(NC(=S)Nc1ccc(N2CCOCC2)cc1)c1cncc(Br)c1
[4] CC(C)CC(=O)c1c[nH]c(C(=O)NCCCn2ccnc2)c1
[5] C=CCSc1nc(N)c(C(=O)Nc2ccccc2)cc1C#N
[6] O=C(c1ccc(Cl)c(S(=O)(=O)N2CCOCC2)c1)N1CCN(Cc2ccccc2)CC1
[7] Cc1ccc(S(=O)(=O)N(CC(=O)N2CCCC2)C2CCCCC2)cc1
[8] Cc1noc(NS(=O)(=O)c2ccc(N3Cc4ccccc4C3=O)cc2)c1C
[9] CCn1cc(S(=O)(=O)N2CCN(Cc3cccc(Cl)c3)CC2)cn1
[10] O=C(Nc1cccc(O)c1)c1ccc(NC(=O)c2cccs2)cc1
Compound	1	2	3	4	5	6	7	8	9	10
Rin1-Abl PPI inh	-1	0	-1	-2	-2	-3	1	-1	8	5
FAS TE block	-6	-8	-8	-11	10	-5	-8	-7	2	2
Rpn11 inh	i	i	i	i	i	i	i	i	i	i
CSN inh	-3	1	-5	-3	-4	0	-2	2	3	-3
MsrA inh	-1.6	0.3	2.2	-0.3	1.2	-0.7	-0.3	1.1	-0.8	0.4
E coli Lon inh	0	9	-19	2	5	-6	-6	-6	-1	-1
PABP1 MLLE inh	2	-10	36	2	-4	2	11	-9	2	-17
MsrA act	-1	-3	0	2	-1	-2	-8	-4	-3	-5
MT1-MMP act inh	-1	4	1	2	2	6	-5	3	-2	6

[11] CCCCn1nc(C(=O)Nc2cc(C(F)(F)F)ccc2N2CCOCC2)ccc1=O
[12] Cc1cccc(S(=O)(=O)Nc2cc(Cl)ccc2N2CCOCC2)c1
[13] Cc1cccc(C)c1-n1c(C)cc(/C=N\NC(=O)CC(=O)NC2CCCCC2)c1C
[14] CCOC(=O)C1C(=O)C(=O)N(C2CCCCC2)C1C(=O)OCC (centres undefined)
[15] COc1ccc2cc(C3CC(c4ccco4)=NN3C(=O)CCC(=O)O)c(Cl)nc2c1 (centres undefined)
[16] CC(C)CN(C(=O)CSc1nnc(-c2cccs2)n1C1CC1)C1CCS(=O)(=O)C1 (centres undefined)
[17] COc1ccc(N2CCN(C(=O)CCCn3c(=O)[nH]c4cc(Cl)ccc4c3=O)CC2)cc1
[18] Cc1ncc(CN2CCCC(C(=O)Nc3ccc(-c4cccc(F)c4)cc3)C2)s1 (centres undefined)
[19] O=C(c1ccco1)N1CCN(C(=O)c2ccc(COc3ccc4c(c3)CCC4)o2)CC1
[20] Clc1ccc(-[n+]2c(-c3cccc(Br)c3)[nH]c3nc4ccccc4nc32)cc1
Compound	11	12	13	14	15	16	17	18	19	20
Rin1-Abl PPI inh	1	2	1	2	2	1	2	-5	2	2
FAS TE block	32	20	-2	-8	-8	-8	-1	8	-12	39
Rpn11 inh	i	i	i	i	i	i	i	i	i	i
CSN inh	-2	-1	-11	-3	-6	2	-1	6	4	1
MsrA inh	-0.5	0.8	1.3	-1.0	1.2	0.1	0.6	-0.9	-0.9	-1.1
E coli Lon inh	-3	-1	-3	1	2	2	3	-5	-7	0
PABP1 MLLE inh	8	8	0	4	7	-3	23	-1	-3	6
MsrA act	0	-3	-11	-3	-5	-2	-3	-2	-10	-3
MT1-MMP act inh	-7	7	-3	5	-1	-3	1	-2	6	-6

[21] CCCCOc1ccc(C(=S)N2CCC(C(N)=O)CC2)cc1
[22] N#Cc1ccc(OCC(=O)NC(=O)NC2CCS(=O)(=O)C2)cc1 (centres undefined)
[23] Cc1onc(-c2ccccc2)c1C(=O)N1CCCN(C(=O)c2c(-c3ccccc3)noc2C)CC1
[24] CC(=O)c1ccccc1OCC(O)CN1CCN(C(c2ccccc2)c2ccccc2)CC1 (centres undefined)
[25] CCOC(=O)C1CCCN(c2c(N3CCOCC3)c(=O)c2=O)C1 (centres undefined)
[26] CCCc1[nH]nc2c1C1(CCOC1C)C(C#N)=C(N)O2 (centres undefined)
[27] COc1ccc(NS(=O)(=O)c2cccc(C(=O)NNC(=O)CNC(=O)c3ccccc3)c2)cc1
[28] CCOc1ccc(-n2c(SCC(=O)Nc3ccc(OC)cc3)nc3c(c2=O)SCC3)cc1
[29] O=C(CCC(=O)Nc1cccc([N+](=O)[O-])c1)NCc1ccccc1
[30] O=C(NCc1cccs1)C(=O)NCC(c1ccco1)N1CCN(c2ccccc2)CC1 (centres undefined)
Compound	21	22	23	24	25	26	27	28	29	30
Rin1-Abl PPI inh	4	3	1	2	1	0	3	3	-2	-1
FAS TE block	-4	1	-5	22	-10	-6	-3	0	30	22
Rpn11 inh	i	i	i	i	i	i	i	i	i	i
CSN inh	1	0	-2	1	-5	4	1	5	2	3
MsrA inh	0.8	0.7	0.3	0.0	1.2	-1.1	1.5	1.6	0.3	1.0
E coli Lon inh	-8	-6	-7	-12	-4	4	-15	-4	-3	2
PABP1 MLLE inh	9	12	2	-13	-1	-4	-10	-2	3	-24
MsrA act	-6	-4	-10	-8	-6	-2	1	-1	-2	-4
MT1-MMP act inh	-2	-2	-8	-8	3	9	1	2	0	-2

[31] CC(C)(C)n1nnnc1C(c1ccccc1)N1CCN(CCN2CCOCC2)CC1 (centres undefined)
[32] O=S(=O)(c1ccc2c(c1)OCCO2)N1CCC(n2nnc3cc(F)ccc32)CC1
[33] Brc1ccc(-c2n(-c3ccccn3)c3ccccc3[n+]2-c2ccccn2)cc1
[34] O=C(NCC(=O)N1CCN(S(=O)(=O)c2ccc3c(c2)OCCO3)CC1)c1ccccc1F
[35] CCOc1ccccc1NC(=O)C1CCN(C(=O)c2cccs2)CC1
[36] CCn1c(NC2CCCCC2)nc2ccccc21
[37] C=CCNS(=O)(=O)CC12CCC(CC1=O)C2(C)C (centres undefined)
[38] Cc1cc(Cl)ccc1N=C1N=C(N)c2ccccc21
[39] CC(C)CC1(C)N=C(c2ccccc2)C(=S)N1 (centres undefined)
[40] Cc1nnc(SCc2ccc(Cl)c(Cl)c2)s1
Compound	31	32	33	34	35	36	37	38	39	40
Rin1-Abl PPI inh	/	4	7	2	8	5	2	-4	-4	-1
FAS TE block	-11	22	-2	-1	-4	-8	0	-26	-6	7
Rpn11 inh	/	i	i	i	i	i	i	i	i	i
CSN inh	2	-3	0	3	8	4	3	-1	-3	-4
MsrA inh	-1.4	0.6	-0.8	1.4	-0.8	0.2	-2.7	0.0	1.3	1.3
E coli Lon inh	5	-2	-1	5	-3	-8	-9	5	-2	-10
PABP1 MLLE inh	/	-18	14	-2	2	-3	2	-17	26	4
MsrA act	-2	2	-3	0	-5	-2	-1	3	-10	-6
MT1-MMP act inh	3	-2	-4	-1	3	6	0	-5	/	-2

[41] CC1CC(C)CN(CCCNC(=O)CC2Oc3ccccc3NC2=O)C1 (centres undefined)
[42] Cc1cc(C)n(-c2ccc3nncn3n2)n1
[43] O=C(c1cc2c(s1)-c1ccccc1OC2)N1CCCC1
[44] O=C(N/N=C/c1cccc(OC(=O)c2ccccc2Cl)c1)c1cccnc1
[45] O=C(Oc1ccc2ccc(OC(=O)N3CCCCCC3)cc2c1)N1CCCCCC1
[46] Cc1cc(NC2C3CC4CC(C3)CC2C4)n2nnnc2n1 (centres undefined)
[47] COc1ccccc1N1CCN(CC(=O)Nc2ccc(C)c(F)c2)CC1
[48] Cc1ccc(/C=N/NC(=O)Cn2cnc3c2c(=O)n(C)c(=O)n3C)s1
[49] O=C(C[n+]1ccccc1)N/N=C/c1ccc(Cl)cc1
[50] COc1cc(SC)ccc1C(=O)NCCCn1ccnc1
Compound	41	42	43	44	45	46	47	48	49	50
Rin1-Abl PPI inh	2	5	0	-2	-5	4	2	-5	-4	0
FAS TE block	-7	0	4	-2	30	2	7	-3	-9	-2
Rpn11 inh	i	i	i	i	i	i	i	i	i	i
CSN inh	-7	-4	-11	3	0	4	1	-8	-2	-1
MsrA inh	1.1	1.6	3.1	1.0	-0.8	-0.4	-0.5	4.2	0.3	-0.3
E coli Lon inh	1	-4	9	-6	-1	-2	4	3	-9	2
PABP1 MLLE inh	2	-5	-2	-15	-12	-18	-4	6	12	-4
MsrA act	-4	-3	1	-8	-3	-7	-9	-3	-1	-2
MT1-MMP act inh	-2	6	1	1	-3	2	2	2	0	0

[51] Cc1nc(C)n(CC(C)C(=O)N2CCN(S(=O)(=O)c3ccc(Cl)cc3)CC2)n1 (centres undefined)
[52] O=C(NS(=O)(=O)c1ccc2ccc(S(=O)(=O)NCCSc3ccccc3)cc2c1)c1cccc2ccccc12
[53] COc1ccccc1CCNS(=O)(=O)c1cn(C)nc1C
[54] CCOC(=O)c1cc(C)sc1NC(=S)Nc1ccccc1
[55] CN(C)S(=O)(=O)c1cccc(-c2nnc(SCCNCCO)n2-c2ccc(F)cc2)c1
[56] CCN(CC)S(=O)(=O)c1cccc(C(=O)N[C@H](C(=O)OCC(=O)NC(=O)NC)C(C)C)c1
[57] CCC1Sc2ccc(S(=O)(=O)Nc3cc(OC)cc(OC)c3)cc2NC1=O (centres undefined)
[58] CN(C)S(=O)(=O)c1ccc(C(=O)Nc2ccc(F)cc2F)cc1
Compound	51	52	53	54	55	56	57	58
Rin1-Abl PPI inh	2	/	-2	-3	0	-1	-3	3
FAS TE block	1	14	-4	28	-2	-6	0	1
Rpn11 inh	i	/	i	i	i	i	i	i
CSN inh	-1	2	5	1	-8	-2	-7	-4
MsrA inh	0.7	-0.2	1.3	3.5	0.0	-0.8	0.7	0.0
E coli Lon inh	1	-8	-5	2	14	-1	2	-3
PABP1 MLLE inh	-14	/	2	26	-95	-17	0	16
MsrA act	-12	-1	-4	-2	-1	-2	-2	-3
MT1-MMP act inh	-1	5	-2	-1	-7	0	0	4

# A draw from above in order of number of heavy atoms, high to low.
[52] O=C(NS(=O)(=O)c1ccc2ccc(S(=O)(=O)NCCSc3ccccc3)cc2c1)c1cccc2ccccc12
[56] CCN(CC)S(=O)(=O)c1cccc(C(=O)N[C@H](C(=O)OCC(=O)NC(=O)NC)C(C)C)c1
[55] CN(C)S(=O)(=O)c1cccc(-c2nnc(SCCNCCO)n2-c2ccc(F)cc2)c1
[57] CCC1Sc2ccc(S(=O)(=O)Nc3cc(OC)cc(OC)c3)cc2NC1=O (centres undefined)
[58] CN(C)S(=O)(=O)c1ccc(C(=O)Nc2ccc(F)cc2F)cc1
[53] COc1ccccc1CCNS(=O)(=O)c1cn(C)nc1C
[49] O=C(C[n+]1ccccc1)N/N=C/c1ccc(Cl)cc1
Compound	52	56	55	57	58	53	49
Rin1-Abl PPI inh	/	-1	0	-3	3	-2	-4
FAS TE block	14	-6	-2	0	1	-4	-9
Rpn11 inh	/	i	i	i	i	i	i
CSN inh	2	-2	-8	-7	-4	5	-2
MsrA inh	-0.2	-0.8	0.0	0.7	0.0	1.3	0.3
E coli Lon inh	-8	-1	14	2	-3	-5	-9
PABP1 MLLE inh	/	-17	-95	0	16	2	12
MsrA act	-1	-2	-1	-2	-3	-4	-1
MT1-MMP act inh	5	0	-7	0	4	-2	0
